Screening results as filed in PubChem.
eLon inh = inhibitors of E. coli Lon protease | P0A9M0 | purified E. coli Lon protease, fluorescence polarization | inhibition, % at 7.94 µM | actives 0.42% (n = 360,000); in the data active = inhibition above about 13%, passing the limit was not always enough;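 note: 0% = enzyme with probe and DMSO and 100% = no enzyme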
Rin1 Abl inh = blocks binding of human Rin1 to Abl; TR-FRET Rin1/Abl binding, biochemical; inhibition, % at 7.35 µM; actives 0.4% (n = 360,000); P00519+Q13671; in the data active = inhibition above about 5%, passing the limit was not always enough
Target sequence (P00519 whole entry, looked up): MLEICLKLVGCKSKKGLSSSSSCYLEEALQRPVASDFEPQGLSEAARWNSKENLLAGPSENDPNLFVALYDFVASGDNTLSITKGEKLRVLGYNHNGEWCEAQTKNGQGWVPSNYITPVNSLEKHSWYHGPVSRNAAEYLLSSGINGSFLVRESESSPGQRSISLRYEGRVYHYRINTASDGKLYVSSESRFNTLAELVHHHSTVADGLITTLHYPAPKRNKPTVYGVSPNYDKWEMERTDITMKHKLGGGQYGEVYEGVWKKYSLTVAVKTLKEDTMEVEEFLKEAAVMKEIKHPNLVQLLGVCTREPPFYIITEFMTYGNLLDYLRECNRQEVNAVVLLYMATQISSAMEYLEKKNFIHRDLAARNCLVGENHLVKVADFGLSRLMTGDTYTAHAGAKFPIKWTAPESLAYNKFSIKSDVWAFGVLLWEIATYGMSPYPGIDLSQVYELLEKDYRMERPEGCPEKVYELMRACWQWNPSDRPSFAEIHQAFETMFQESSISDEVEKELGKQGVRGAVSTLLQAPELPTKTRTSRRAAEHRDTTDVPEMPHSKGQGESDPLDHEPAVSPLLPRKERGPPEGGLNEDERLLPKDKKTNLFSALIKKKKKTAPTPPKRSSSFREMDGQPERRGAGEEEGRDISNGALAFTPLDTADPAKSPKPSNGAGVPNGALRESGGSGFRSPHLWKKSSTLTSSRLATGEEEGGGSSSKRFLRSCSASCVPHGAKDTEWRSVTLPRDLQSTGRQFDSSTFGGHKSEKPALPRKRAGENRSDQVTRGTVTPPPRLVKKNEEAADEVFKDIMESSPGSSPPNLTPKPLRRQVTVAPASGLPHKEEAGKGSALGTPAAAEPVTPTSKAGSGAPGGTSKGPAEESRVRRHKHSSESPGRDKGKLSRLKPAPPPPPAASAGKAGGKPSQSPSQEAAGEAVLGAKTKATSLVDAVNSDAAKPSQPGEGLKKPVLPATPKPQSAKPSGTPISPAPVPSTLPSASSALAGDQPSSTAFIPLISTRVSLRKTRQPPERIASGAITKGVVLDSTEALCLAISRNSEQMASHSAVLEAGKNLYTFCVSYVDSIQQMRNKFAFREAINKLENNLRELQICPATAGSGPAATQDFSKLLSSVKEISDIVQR
Target sequence (Q13671 whole entry, looked up): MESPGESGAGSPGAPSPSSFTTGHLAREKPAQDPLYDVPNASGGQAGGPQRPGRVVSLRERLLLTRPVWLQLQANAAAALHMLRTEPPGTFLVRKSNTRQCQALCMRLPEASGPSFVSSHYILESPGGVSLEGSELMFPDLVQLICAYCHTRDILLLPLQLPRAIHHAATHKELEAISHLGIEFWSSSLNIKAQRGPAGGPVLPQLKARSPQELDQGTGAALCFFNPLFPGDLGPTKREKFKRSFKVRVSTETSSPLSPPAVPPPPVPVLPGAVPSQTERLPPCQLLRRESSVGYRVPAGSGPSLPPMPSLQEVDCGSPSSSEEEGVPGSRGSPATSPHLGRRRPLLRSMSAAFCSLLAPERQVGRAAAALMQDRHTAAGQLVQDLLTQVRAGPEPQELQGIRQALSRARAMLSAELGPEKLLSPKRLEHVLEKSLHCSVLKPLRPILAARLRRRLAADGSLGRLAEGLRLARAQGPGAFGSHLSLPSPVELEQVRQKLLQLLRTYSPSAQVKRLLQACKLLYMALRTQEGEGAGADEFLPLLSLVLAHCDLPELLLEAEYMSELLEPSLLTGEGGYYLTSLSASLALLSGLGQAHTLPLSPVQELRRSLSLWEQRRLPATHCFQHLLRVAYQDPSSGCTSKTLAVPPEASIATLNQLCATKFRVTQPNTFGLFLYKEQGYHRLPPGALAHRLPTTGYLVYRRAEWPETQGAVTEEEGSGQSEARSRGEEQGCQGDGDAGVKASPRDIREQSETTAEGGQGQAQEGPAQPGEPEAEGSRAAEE
MLLE-PAM2 inh = inhibitors of microRNA-mediated deadenylation, human PABP1 MLLE binding. GST-MLLE / FITC-PAM2 fluorescence polarization. inhibition, % at 20 µM. actives 0.36% (n = 360,000). P11940. AID 588489; in the data active = inhibition above about 35%, passing the limit was not always enough;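 note: plate controls were DMSO wells with GST-MLLE for no effect and wells lacking GST-MLLE protein for full effect; some results filed as inactive read as strong as hits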
MsrA act = activators of bovine methionine sulfoxide reductase A; purified bovine MsrA, absorbance read-out; AID 602163; actives 0.3% (n = 360,000); activation, % at 10.6 µM; in the data active = activation above about 7.5%;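 note: 0% = vehicle and 100% = reference activator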
FAS TE block = blocks the thioesterase domain of human fatty acid synthase; P49327; recombinant FAS-TE, OMFH fluorogenic substrate, fluorescence endpoint; inhibition, % at 15 µM; actives 0.67% (n = 360,000); AID 602261;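 active = compounds whose normalised, plate-corrected inhibition of enzyme fluorescence in the single-dose primary screen is 50% or more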;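 note: 0% = DMSO with enzyme and 100% = substrate without enzyme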
MsrA inhibitor = inhibitors of bovine MsrA | actives 0.75% (n = 360,000) | purified bovine MsrA, absorbance read-out | AID 651718 | inhibition, % at 15.5 µM; in the data active = inhibition above about 4.5%;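 note: 0% = vehicle wells with enzyme and 100% = reference inhibitor wells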
CSN inh = CSN deneddylation inhibition. Q92905. Purified CSN, SCF-Nedd8-OG deneddylation, fluorescence polarization. inhibition, % at 12.5 µM. actives 0.38% (n = 360,000). AID 651999;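 active = pattern-corrected inhibition above about 35%, with an unprinted fluorescence ratio check between 0.5 and 1.5, limit read from the data, passing the limit was not always enough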;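 note: 0% = enzyme with substrate and 100% = substrate without enzyme; some results filed as inactive read as strong as hits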
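Material: human Csn5 produced in HEK293T cells; Input: enzyme 0.24 nM; Reagent: SCFSkp2-Nedd8OG substrate at 10 nM final; Dosing: 12.5 µM compound; Incubation: 90 min reaction at room temperature; Detection: fluorescence polarization of the substrate; Evaluation: % inhibition of substrate cleavage by Csn5; Control set: substrate-only high control, full reaction low control.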
MT1-MMP act inh = inhibitors of human MT1-MMP activation. P50281. HT1080 RFP-PRO-GFP cells, GFP/RFP ratio fluorescence, overnight; percent of plate control window, DMSO zero. GFP/RFP ratio change, % at 20 µM. actives 0.061% (n = 360,000). AID 651647;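 active = GFP/RFP ratio change of at least 30% with cell ATP level not reduced by more than half and red fluorescence within 50% of control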; note: strong numbers were not always called active
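Material: RFP-PRO-GFP reporter HT1080 cells. Dosing: single-point 20 µM compound, 1% DMSO. Controls: DMSO and RFP-L50D-GFP cell wells. Timing: cells overnight before dosing, compound overnight, 37 °C, 5% CO2. Measure: GFP/RFP fluorescence ratio.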
Rpn11 block = blocks the human proteasome subunit Rpn11; human 26S proteasome, Ub4-pepOG fluorescence polarization; 20S core pre-blocked with epoxomicin; calls only at 20 µM; actives 0.59% (n = 360,000);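 active = inhibition at 20 µM, scaled to each plate's controls, above about 33%, limit read from the data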
Starred values were filed as active, the others as inactive; i = inactive; nt = not tested or not shown.

Structure | eLon inh | Rin1 Abl inh | MLLE-PAM2 inh | MsrA act | FAS TE block | MsrA inhibitor | CSN inh | MT1-MMP act inh | Rpn11 block
CCC(C)[C@H](NC(=O)c1cc2cc(Cl)ccc2n1C)C(=O)N1CCC[C@H]1C(=O)O (stereo not given in full) | 0 | -4 | 3 | -3 | 2 | 0.5 | 5 | 1 | i
CC(C)CC(=O)N1CCN(Cc2ccccc2Cl)CC1 | -14 | -1 | 1 | -1 | -4 | -1.6 | -3 | 2 | i
O=C(CN1CC(c2ccccc2)CC1=O)OCc1cccc(Br)c1 (stereo not given) | 6 | -1 | -10 | -10 | 12 | 0.0 | 2 | 2 | i
O=S(=O)(c1cccc2nsnc12)N1CCN(c2ccc(F)cc2)CC1 | -2 | -1 | 3 | -6 | 16 | 1.9 | -2 | 2 | i
COC(=O)CSc1nccc(-c2ccc(F)cc2)c1C#N | 5 | 1 | 5 | -8 | 5 | -1.1 | 3 | -2 | i
CN1C2=NCCN2C(=O)c2ccccc21 | -2 | 3 | -6 | -4 | -9 | 1.2 | -5 | 3 | i
O=C(NCc1cccnc1)c1cc(C2CCCCN2C(=O)CCCc2ccccc2)on1 (stereo not given) | 0 | -3 | -4 | -2 | -4 | -0.1 | -1 | 0 | i
Cc1cccc(NC(=S)NC2CC3CCC(C2)N3Cc2ccco2)c1 (stereo not given) | -4 | 3 | 17 | -7 | -7 | -0.7 | 6 | 5 | i
CCOC(=O)C1(C)CCCN(C(=O)c2ccccc2F)C1 (stereo not given) | 7 | 0 | -1 | -3 | -8 | -1.1 | -1 | 1 | i
NNC(=O)CNC(=O)Nc1n[nH]c(=S)s1 | -2 | 5 | 14 | 3 | -4 | 0.2 | -2 | 1 | i
CCCC(C(=O)NC1CCCC1)N(CC1CCCO1)C(=O)CNS(=O)(=O)c1ccccc1 (stereo not given) | -5 | 0 | -4 | -4 | -2 | 0.5 | 4 | -2 | i
CCOC(=O)c1cnc2c(ccc3ccccc32)c1NCCCN(C)C | -6 | -2 | 16 | -2 | 1 | 0.8 | 2 | -11 | i

(list continues)
Structure | eLon inh | Rin1 Abl inh | MLLE-PAM2 inh | MsrA act | FAS TE block | MsrA inhibitor | CSN inh | MT1-MMP act inh | Rpn11 block
CC1CNC(=S)N(c2ccccc2)C1=O (stereo not given) | 0 | 3 | 11 | 0 | -8 | 1.0 | 1 | 0 | i
CC(C)C(NC(=O)c1ccc(C(C)(C)C)cc1)C(=O)NCC1(N(C)C)CCCCC1 (stereo not given) | 7 | 1 | 1 | -1 | -6 | -0.5 | 4 | 1 | i
COc1cc(OC)cc(C(=O)Nc2cccc(-c3ccc(N4CCOCC4)nn3)c2)c1 | 4 | 3 | 2 | 3 | 2 | -0.1 | 6 | 3 | i
COc1ccccc1CNC(=O)c1cc(C)nn1-c1ccccc1 | -1 | -6 | -6 | -2 | -2 | -1.2 | -1 | -7 | i
COc1ccc(N(CC(=O)Nc2ccccc2C(=O)N2CCCC2)S(C)(=O)=O)cc1 | -1 | 2 | 4 | 0 | 2 | 0.3 | 7 | -4 | i
COc1cc([C@H]2c3c(cc(OC)c(O)c3OC)C[C@@H](CO)[C@@H]2CO[C@@H]2O[C@H](CO)[C@@H](O)[C@H](O)[C@H]2O)cc(OC)c1O | -19 | -2 | 9 | -1 | -1 | 0.1 | 3 | 2 | i
CCc1cc2cc(C(=O)Nc3ccccc3F)sc2s1 | 2 | 0 | -11 | -3 | 2 | 1.5 | 2 | 25 | i
COc1ccc(Oc2c(C)nc(SCC(=O)c3ccc(Cl)cc3)[nH]c2=O)cc1 | 17 | 2 | 24 | -4 | 8 | -0.6 | -3 | 3 | i
Cc1ccc(Nc2nc(N)c(C#N)c(CC#N)c2C#N)cc1 | -19 | -5 | -51 | -3 | 6 | 1.9 | 0 | -4 | i
CCCC(=O)Nc1ccc(C(=O)NN2C(=O)c3ccccc3C2=O)cc1 | 6 | -5 | 5 | -3 | -9 | 0.4 | -3 | 4 | i
OCCC1CN(Cc2ccon2)CCN1Cc1ccccc1 (stereo not given) | 3 | 0 | 0 | -1 | -4 | 2.0 | -6 | -2 | i
O=C(NCCS(=O)(=O)N1CCN(c2ccccc2F)CC1)C1CC(=O)N(c2ccccc2)C1 (stereo not given) | -2 | 1 | 4 | -2 | -5 | 0.1 | 4 | 1 | i

Next part:
Structure | eLon inh | Rin1 Abl inh | MLLE-PAM2 inh | MsrA act | FAS TE block | MsrA inhibitor | CSN inh | MT1-MMP act inh | Rpn11 block
CC(=O)c1c(C)[nH]c(C(=O)OCc2nnc(-c3ccc([N+](=O)[O-])cc3)o2)c1C | 0 | 6 | -3 | -6 | 16 | 0.8 | -4 | 2 | i
CCOC(=O)Cc1csc(SC(C)C(=O)NCC(=O)Nc2ccc(F)c(F)c2F)n1 (stereo not given) | -2 | -2 | 11 | -6 | -2 | 0.1 | 1 | -4 | i
CCN(CC)S(=O)(=O)c1ccc(Cl)c(C(=O)NNC(=O)c2csc(N3CCOCC3)n2)c1 | 7 | 5 | 11 | -5 | -4 | 0.2 | -1 | -3 | i
C/C(=N/NC(=O)COc1ccc(C(C)(C)C)cc1)c1ccc(N2CCOCC2)cc1 | -7 | -1 | 0 | -2 | 0 | 1.6 | 2 | 4 | i
CCc1ccccc1NC(=O)CSc1nc2n[nH]c(C)c2c(=N)n1-c1cccc(OC)c1 | -12 | 0 | 7 | -2 | -7 | -0.2 | 0 | 2 | i
O=C(N/N=C/c1ccccn1)c1ccc(NC(=O)c2ccc(F)cc2)cc1 | 6 | 1 | 0 | -11 | -1 | 1.4 | 0 | 4 | i
Cc1ccccc1CC(=O)N1CCCC(CNC(=O)c2ccc(F)cc2)C1 (stereo not given) | 3 | 0 | -4 | -1 | -7 | 0.5 | -2 | 1 | i
Cc1ccc(S(=O)(=O)NCc2ccccc2)cc1C(=O)N(C)CC(=O)Nc1ccccc1Br | -9 | 2 | -3 | -2 | 2 | 0.9 | -2 | 8 | i
Cn1cc(C(=O)N/N=C/C(Br)=C/c2ccccc2)ccc1=O | -1 | -3 | -18 | -7 | -2 | 6.7* | 0 | -3 | i
CCCCOC(=O)c1ccc(NC(=O)c2ccccc2OC)cc1 | 3 | 1 | 5 | -4 | 25 | -0.9 | 1 | -3 | i
O=C(COC(=O)c1cn(-c2ccccc2)nc1-c1ccccc1)Nc1ncc(Cl)cc1Cl | -3 | -6 | -18 | -3 | 12 | -0.5 | 12 | -12 | i
Cc1ccccc1OC(C)C(=O)Nc1ccc2c(c1)OCCO2 (stereo not given) | -13 | 2 | -6 | -3 | -1 | 0.7 | -5 | 5 | i

(listing goes on)
Structure | eLon inh | Rin1 Abl inh | MLLE-PAM2 inh | MsrA act | FAS TE block | MsrA inhibitor | CSN inh | MT1-MMP act inh | Rpn11 block
COc1ccc(OC)c(NC(=O)Nc2cc(NC(=O)Nc3cc(OC)ccc3OC)c(C)nc2C)c1 | 4 | 2 | 13 | -6 | -8 | 0.0 | -4 | 3 | i
CCOC(=O)CCSc1nc(C(C)(C)C)cc(C(F)(F)F)c1C#N | -6 | 0 | -24 | -3 | 20 | -0.2 | 1 | 3 | i
CCOc1ccc(CCNC(=O)c2nnn(CC(=O)Nc3ccc(OC)cc3)c2N)cc1OCC | 4 | 6 | 6 | -3 | -15 | 0.5 | 2 | -2 | i
Cc1ccc(C)c(OCCC(=O)NNC(=O)c2cc(C)oc2C)c1 | -6 | 2 | 6 | -2 | -6 | -1.5 | -5 | -1 | i
COc1ccc(S(=O)(=O)Nc2ccccc2C(=O)NC(C)(C)C)cc1OC | 1 | 0 | 6 | -1 | -5 | -0.5 | 5 | 0 | i
CCN(CC)S(=O)(=O)c1ccc2c(c1)nc(CCC(=O)Nc1ccc3c(c1)OCO3)n2CC | -3 | 3 | -11 | -1 | -2 | -0.5 | -7 | 3 | i
COc1ccc(Nc2nc(-c3ccccc3)nc3ccccc23)cc1 | 0 | 5 | 0 | -4 | 37 | 0.8 | 4 | -2 | i
CCCOC(=O)c1sc2nc3c(cc2c1N)C(=O)CCC3 | 1 | -3 | 14 | 1 | -6 | 0.5 | -4 | 5 | i
COc1ccc(CC(=O)Nc2ccccc2C(C)=O)cc1S(=O)(=O)N1CCOCC1 | 2 | 1 | 7 | -11 | -6 | -0.6 | -8 | 1 | i
C=CCn1c(Cc2ccc(OC)cc2)nnc1SCC(N)=O | -8 | 1 | -1 | -2 | -4 | -0.1 | -5 | 1 | i
CC(=O)NCCc1ccc(C(=O)Cn2cnc3ccccc3c2=O)cc1 | 4 | 0 | 13 | -2 | -7 | 0.2 | 5 | -1 | i
COc1ccc(CNC(=O)C2Cc3c(-c4cccc(C(C)=O)c4)ccnc3O2)cc1OC (stereo not given) | 2 | 7 | -12 | -1 | 0 | -1.9 | -2 | -2 | i

Compound profiles, from the list above:
Results for `COc1ccc(CNC(=O)C2Cc3c(-c4cccc(C(C)=O)c4)ccnc3O2)cc1OC` (stereo not given) = eLon inh: 2; Rin1 Abl inh: 7; MLLE-PAM2 inh: -12; MsrA act: -1; FAS TE block: 0; MsrA inhibitor: -1.9; CSN inh: -2; MT1-MMP act inh: -2; Rpn11 block: i
Results for `COc1ccc(Nc2nc(-c3ccccc3)nc3ccccc23)cc1` = eLon inh: 0; Rin1 Abl inh: 5; MLLE-PAM2 inh: 0; MsrA act: -4; FAS TE block: 37; MsrA inhibitor: 0.8; CSN inh: 4; MT1-MMP act inh: -2; Rpn11 block: i

Other structures follow:
Structure | eLon inh | Rin1 Abl inh | MLLE-PAM2 inh | MsrA act | FAS TE block | MsrA inhibitor | CSN inh | MT1-MMP act inh | Rpn11 block
NC(=O)c1ccc(NC(=O)c2cnc3ccccc3n2)cc1 | -2 | -5 | 2 | -9 | -6 | 2.7 | 0 | 0 | i
Nc1ncnc2c1ncn2[C@@H]1O[C@H](CNC(=O)[C@@H]2C[C@H](F)CN2)[C@@H](O)[C@H]1O | 6 | 0 | 1 | 0 | -7 | 0.1 | -2 | 5 | i
CC1CC(C)(C)NC(=S)N1CCCC(=O)NCc1ccccc1 (stereo not given) | 2 | -1 | -53 | -1 | -3 | 0.0 | -7 | -1 | i
NC[C@H]1O[C@@H](n2ccc(N)nc2=O)[C@H](O)[C@@H]1O | -14 | 2 | 0 | -7 | -7 | 1.4 | -6 | 0 | i
Cc1ccc(CN2CCN(Cc3cc(=O)c4ccccc4[nH]3)CC2CCO)o1 (stereo not given) | 3 | 3 | 11 | -4 | -11 | -0.1 | -3 | -3 | i
COc1cc2[nH]c3c(OC)ncnc3c2cc1OC | -5 | 0 | 2 | -3 | -3 | 1.4 | -1 | 13 | i
COc1cc(/C=N/NC(=O)c2[nH]nc3c2CCc2ccccc2-3)ccc1O | 4 | 2 | -4 | -14 | 8 | 2.8 | -1 | nt | i
CCOc1ccc(CCNC(=O)Cn2c(-c3nonc3N)nc3ccccc32)cc1OCC | -15 | -2 | -20 | -8 | -16 | -0.2 | 5 | -8 | i
CC1c2cc3c(cc2CCN1S(=O)(=O)c1ccccc1)OCCCO3 (stereo not given) | -3 | 3 | 0 | 1 | 8 | 0.1 | -3 | 3 | i
CC1CC(C)CN(S(=O)(=O)c2ccc(C(=O)NCc3ccco3)cc2)C1 (stereo not given) | 0 | -2 | -12 | -5 | 6 | -0.7 | 2 | 0 | i
COc1cc(N=c2c([N+](=O)[O-])nn(-c3ccc4c(c3)OCCO4)n2O)cc(OC)c1 | 12 | -6 | 8 | -2 | 12 | 1.3 | 2 | -12 | i
CNC(=O)c1cc(S(=O)(=O)NC2CCCCCC2)ccc1C | 5 | 1 | -1 | 1 | -5 | 0.8 | 3 | 0 | i
